From PubChem BioAssay
rCAG RNA binder = binds r(CAG) RNA repeats; r(CAG) RNA repeat, TO-PRO-1 dye displacement fluorescence; inhibition, % at 3 µM; 1.3% of 370,000 active; AID 651821;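 active means inhibition above the plate cutoff, the mean of all test compounds on that plate plus 3 SD, cut at about 35% in these data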;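 further: 0% = DMSO alone and 100% = 100 µM mitoxantrone as full dye displacement; higher means more dye released from RNA so lower well fluorescence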
mABHD4 FP = ABHD4 (mouse) inhibition, primary FP screen; Q8VD66; purified mABHD4, FP-Rh probe fluorescence polarization; inhibition, % at 8.92 µM; 0.54% of 370,000 active;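 active means inhibition exceeding the mean over every tested compound plus 3 SD, cut at about 30% in these data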;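 further: 0% = plate median of compound wells and 100% = S159A mutant with DMSO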
Target sequence (Q8VD66 whole entry, looked up): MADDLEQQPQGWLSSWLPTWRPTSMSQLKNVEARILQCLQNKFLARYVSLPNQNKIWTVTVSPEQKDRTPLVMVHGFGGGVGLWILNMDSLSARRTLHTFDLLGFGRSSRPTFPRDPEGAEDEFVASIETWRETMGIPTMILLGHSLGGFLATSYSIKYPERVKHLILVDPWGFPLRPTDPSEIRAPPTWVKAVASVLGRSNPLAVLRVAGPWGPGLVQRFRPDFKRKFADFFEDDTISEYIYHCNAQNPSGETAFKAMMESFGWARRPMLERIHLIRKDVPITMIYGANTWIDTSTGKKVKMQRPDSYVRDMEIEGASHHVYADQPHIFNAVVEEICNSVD
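System: mouse ABHD4 enzyme, wild type / Medium: HEPES pH 7.0, NaCl, Pluronic buffer / Reagent: FP-Rh activity-based fluorescent probe / Control set: S159A mutant high control, sample median low control / Detection: fluorescence polarization with parallel and perpendicular emission, 525/598 nm / Schedule: 45 min + 60 min at 25 °C / Compound dosing: 8.92 µM, single dose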
HTRA1 inhibitor = blocks human HTRA1 serine peptidase; 0.5% of 340,000 active; inhibition, % at 5.96 µM; recombinant HTRA1, FP-rhodamine activity-based probe, fluorescence polarization; AID 504803; Q92743; in the data active means inhibition above about 36%;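 further: 0% = enzyme with DMSO and 100% = wells lacking enzyme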
UHRF1 binding = human UHRF1 methylated DNA binding inhibitors. AID 687016. 0.75% of 370,000 active. Q96T88. UHRF1 binding to methylated oligo, TR-FRET. inhibition, % at 4.4 µM; in the data active means inhibition above about 21%;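 further: UHRF1 SRA domain binding a hemimethylated CpG hairpin DNA probe; 0% = median of test compound wells and 100% = reference inhibitor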
MBD2 inh = blocks human MBD2 binding to methylated DNA; Q9UBB5; TR-FRET, MBD2 binding to methylated oligonucleotide; inhibition, % at 4.4 µM; 0.31% of 370,000 active; AID 686964; in the data active means inhibition above about 13%
PRMT1 FP inh = blocks human protein arginine methyltransferase 1. Q99873. recombinant PRMT1, activity-based probe fluorescence polarization. inhibition, % at 2.79 µM. 1.3% of 370,000 active. AID 652257;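 active means inhibition above about 21% made by adding two undisclosed values, limit read from the data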
Rev-erbA mod = Rev-erb alpha (human) modulation | Rev-erbα–FITC-DNA binding, fluorescence polarization, 90 min | activity, % at 10 µM | 0.79% of 370,000 active | P20393 | AID 1259318;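 active means activity above about 14%, limit read from the data; passing the limit was not always enough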;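 further: 0% = DMSO wells with 35 nM protein and 100% = DMSO wells with 750 nM protein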
Target sequence (P20393 whole entry, looked up): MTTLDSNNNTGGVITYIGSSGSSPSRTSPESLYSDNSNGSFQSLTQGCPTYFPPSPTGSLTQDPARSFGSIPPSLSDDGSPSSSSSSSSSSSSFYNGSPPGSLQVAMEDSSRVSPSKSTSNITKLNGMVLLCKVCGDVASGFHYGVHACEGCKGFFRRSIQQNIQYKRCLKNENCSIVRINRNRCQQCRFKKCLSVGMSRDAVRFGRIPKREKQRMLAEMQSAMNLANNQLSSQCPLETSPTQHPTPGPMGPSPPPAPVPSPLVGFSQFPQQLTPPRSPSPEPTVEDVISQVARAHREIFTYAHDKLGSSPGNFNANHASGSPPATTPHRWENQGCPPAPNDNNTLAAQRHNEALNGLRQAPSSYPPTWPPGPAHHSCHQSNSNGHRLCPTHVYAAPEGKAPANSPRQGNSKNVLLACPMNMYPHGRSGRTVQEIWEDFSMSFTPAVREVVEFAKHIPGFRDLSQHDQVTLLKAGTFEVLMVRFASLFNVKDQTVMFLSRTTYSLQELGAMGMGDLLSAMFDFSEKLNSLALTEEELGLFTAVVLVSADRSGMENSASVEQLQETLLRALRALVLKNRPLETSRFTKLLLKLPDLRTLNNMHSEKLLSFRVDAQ
LEDGF integ inh = blocks HIV-1 LEDGF/p75-dependent DNA integration | TR-FRET IN-LEDGF/p75 DNA integration, Eu/Cy5 | inhibition, % at 3.7 µM | 0.64% of 370,000 active;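 active means inhibition above the screen-wide mean plus 3 SD, cut at about 13% in these data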;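 further: signal is the Cy5 over europium emission ratio at 671 and 618 nm; 0% = plate median of compound wells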
TCR CD3 inh = blocks the human TCR-CD3 interaction. TAMRA-labeled TCR probe fluorescence, biochemical. inhibition, % at 9.4 µM. 0.37% of 360,000 active. AID 651800; in the data active means inhibition above about 19%;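 further: recombinant mutant TCR 2C K166C tagged with TAMRA read by polarization; 0% = receptor in buffer alone and 100% = receptor with positive control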
PG9 Ab binder = small molecules binding HIV-1 gp120 antibody PG9; TR-FRET gp120-PG9 antibody binding; inhibition, % at 6.7 µM; 0.43% of 360,000 active; AID 624416; in the data active means inhibition above about 8.5%
Active calls of the source: *; nt = not tested or not shown.

SMILES	rCAG RNA binder	mABHD4 FP	HTRA1 inhibitor	UHRF1 binding	MBD2 inh	PRMT1 FP inh	Rev-erbA mod	LEDGF integ inh	TCR CD3 inh	PG9 Ab binder
CC1CCCC(C)N1C(=O)COC(=O)C(Cc1ccccc1)NC(=O)c1cccs1 (stereo not drawn)	-4	0	-1	-3	-2	-3	-2	-1	6	-0.5
COC(=O)C[C@@H]1CC[C@@H](NS(=O)(=O)c2ccccc2OC)[C@@H](CO)O1	-2	4	nt	2	3	3	-3	-3	-5	0.6
COc1cccc(/C=N/NC(=O)CCc2n[nH]c(=O)[nH]c2=O)c1O	0	-4	4	-4	-4	0	-3	-5	3	-1.4
CC(C)Oc1ccc(CNCCC2(C(C)C)CCOC(C)(C)C2)cc1 (stereo not drawn)	-1	-1	4	-3	4	-1	-1	-1	3	2.0
CCN(CC)c1ccc(CN(C(=O)c2cc(OC)c(OC)c(OC)c2)C2CCS(=O)(=O)C2)cc1 (stereo not drawn)	-1	-6	5	0	-5	-5	2	-9	5	-0.8
C[C@@H]1CN([C@@H](C)CO)C(=O)CCCn2nncc2CO[C@H]1CN(C)Cc1cccnc1	0	3	-4	0	-1	-1	-6	1	1	0.2
CCCCC(=O)N/N=C(C)/C=C/c1ccccc1F	-1	-2	-1	-1	-1	-1	4	-1	9	-0.7
O=C(NCC1CCCN(C(=O)c2cscn2)C1)c1ccccc1Cl (stereo not drawn)	0	-3	1	-2	-1	0	0	-1	-2	-1.0
CCOC(=O)c1cc2c(=O)n3ccccc3nc2n(Cc2ccc(Cl)cc2)c1=N	1	0	-2	2	-4	-5	5	1	0	-3.0
COc1cc(NC(=O)C2CC(c3cccc(OC)c3OC)=NO2)cc(OC)c1OC (stereo not drawn)	-5	3	-5	0	2	4	9	2	2	1.3
NC(c1ccncc1)c1ccc(Cl)cc1 (stereo not drawn)	-1	1	-1	0	4	0	-2	-1	-1	-0.5
COc1ccccc1CC(=O)N1CCCC(CCC(=O)NCc2ccccc2F)C1 (stereo not drawn)	-4	1	0	3	-5	1	1	1	5	-1.2
CC1(C)Cc2nc3nc(SCC(=O)Nc4ccccc4)nc(N)c3cc2CO1	3	-6	2	-1	2	-5	-3	3	4	-0.8
CC(=O)O[C@@]1(C(C)=O)CCC2[C@H]3C=C(C)C4=CC(=O)CC[C@@]4(C)C3CC[C@]21C (stereo partly drawn)	2	5	nt	3	-1	-2	6	-5	nt	nt
O=[N+]([O-])c1cc(S(=O)(=O)N2CCCC2)ccc1N/N=C/c1ccncc1	2	4	5	1	-2	1	-21	0	2	-1.4
Cc1ccc(S(=O)(=O)NCCC(=O)NCC(c2cccs2)N(C)C)cc1 (stereo not drawn)	0	5	1	1	-2	-1	-3	3	-8	3.7
Cn1nnnc1SCCNCc1ccccc1OCc1ccc(Cl)cc1	-7	1	-6	1	5	6	6	4	-12	-1.0
O=C(CSCC(=O)Nc1ccc2ccccc2c1)NCc1ccccc1	-1	-9	-20	-3	-2	0	nt	-2	-1	-1.1
COc1ccc(N(C)C(=O)Cc2c(C(=O)O)[nH]c3ccccc23)c(OC)c1	11	1	0	1	-7	-5	-2	3	2	-4.9
CC1(C)NC(=O)N(CC(=O)N2CCN(S(=O)(=O)c3ccccc3C(F)(F)F)CC2)C1=O	-1	6	3	3	4	1	2	-4	-9	-1.1
CSc1nc2cc(S(=O)(=O)N3CCOCC3)ccc2s1	2	3	3	-3	0	0	6	6	5	-1.9
O=C(c1cc(C2CC2)nc2ccc(Br)cc12)N1N=C(C(F)F)CC1(O)C(F)F (stereo not drawn)	9	-17	-28	-1	7	3	-3	-2	-6	0.3
COc1ccccc1CC(=O)N1CCN(c2cccc(C(F)(F)F)c2)CC1	-3	-8	-10	-2	3	2	-2	-1	-6	-0.6
COc1ccc2[nH]c(C)c(CCN(Cc3cccs3)C(=S)Nc3ccccc3)c2c1	19	9	10	-11	-12	29*	3	8	-1	0.0
COCCNC(=S)Nc1ccccn1	2	2	4	5	-1	2	-6	-4	0	0.0
CN(c1ccc(C(=O)NCc2ccncc2)cc1)S(C)(=O)=O	-1	-1	-2	0	-1	1	-5	2	9	-1.0
CC(C)[C@@H](C(=O)N[C@@H](C(=O)O)c1ccccc1)N1C(=O)N2CCc3c([nH]c4ccccc34)[C@@]2(C)C1=O	21	2	1	-3	1	-4	-3	2	5	-1.1
Cc1cc(C(F)F)n2nc(C(=O)O)nc2n1	0	4	5	7	3	1	-2	3	3	0.1
CC(C)(C)NC(=O)Cn1nnc(-c2ccccc2NC(=O)c2cnccn2)n1	3	8	-4	-1	-6	1	8	1	7	-1.1
N#CC(Cc1ccccc1)(Cc1ccccc1)C(=O)NN	-1	4	4	-1	1	-2	-2	-5	2	0.0
COCC(COS(N)(=O)=O)Cc1ccccc1 (stereo not drawn)	3	-1	-1	-3	-2	-2	0	-2	4	-0.4
O=C(CN1CCOCC1)NCCc1ccccc1	2	1	5	-1	1	-3	9	2	3	-1.5
C/C(=N/NS(=O)(=O)c1ccc(Cl)cc1)c1ccncc1	0	4	0	-1	-7	5	-8	-2	3	-2.6
CC1(C(=O)O)CCC(C(=O)Nc2ccccc2)C1(C)C (stereo not drawn)	-5	6	1	2	4	1	-1	-4	0	-0.2
CN(c1ccccc1)S(=O)(=O)c1ccc(NC(=O)c2ccccc2C(=O)O)cc1	0	8	-1	0	-2	0	2	2	5	-0.4
Cc1ccc(N(CC(O)Cn2c3ccccc3c3ccccc32)S(C)(=O)=O)c(C)c1 (stereo not drawn)	4	-20	-44	-1	2	-3	0	-1	1	0.4

Rewritten as labelled records: entries from further up
O=C(CN1CCOCC1)NCCc1ccccc1
  rCAG RNA binder = 2 | mABHD4 FP = 1 | HTRA1 inhibitor = 5 | UHRF1 binding = -1 | MBD2 inh = 1 | PRMT1 FP inh = -3 | Rev-erbA mod = 9 | LEDGF integ inh = 2 | TCR CD3 inh = 3 | PG9 Ab binder = -1.5

C/C(=N/NS(=O)(=O)c1ccc(Cl)cc1)c1ccncc1
  rCAG RNA binder = 0 | mABHD4 FP = 4 | HTRA1 inhibitor = 0 | UHRF1 binding = -1 | MBD2 inh = -7 | PRMT1 FP inh = 5 | Rev-erbA mod = -8 | LEDGF integ inh = -2 | TCR CD3 inh = 3 | PG9 Ab binder = -2.6

Carrying on:
SMILES	rCAG RNA binder	mABHD4 FP	HTRA1 inhibitor	UHRF1 binding	MBD2 inh	PRMT1 FP inh	Rev-erbA mod	LEDGF integ inh	TCR CD3 inh	PG9 Ab binder
COc1ccc(-c2nc3ccc(C)cn3c2CC(C)(C)C)cc1OC	-1	-3	nt	18	6	3	3	-2	2	0.1
CN(C)c1ccc(C2/C(=C(/O)c3ccccc3)C(=O)C(=O)N2CCCC(=O)O)cc1 (stereo not drawn)	1	-1	8	3	0	-3	4	2	4	-3.4
Clc1ccc(-c2nnc(CSc3nnc(-c4cccs4)o3)o2)cc1	0	0	-4	-2	0	-2	-7	-1	-3	0.2
CCC(=O)N1CCN(c2nc3ccccc3s2)CC1	-3	8	-2	0	3	2	3	-1	-2	-0.1
Cc1cc(C)nc(SCCC(=O)Nc2cccc3ccccc23)n1	1	-2	5	-1	1	3	-2	2	2	0.6
O=C1CCN(S(=O)(=O)c2ccc(Br)cc2)CCN1	-5	-1	3	4	2	1	1	-3	0	-2.1
CC1CC(C)CN(CCCNC(=O)c2ccc(N3CCCC3=O)cc2)C1 (stereo not drawn)	-2	6	1	7	-1	-4	0	-1	4	-2.5
CC(=O)Nc1sc(NC(=O)c2ccc([N+](=O)[O-])cc2)nc1-c1cccs1	0	-2	3	4	1	2	5	-2	0	-3.4
Cc1c(C)c2c(OCC(=O)N[C@@H](CC(C)C)C(=O)O)cc3c(c2oc1=O)CCC(C)(C)O3	32	-9	-4	0	0	-3	2	2	-1	-0.4
CCN(CC)C(=O)Cn1cc(S(=O)(=O)Cc2cccc([N+](=O)[O-])c2)c2ccccc21	0	6	-2	-1	-4	1	-4	-2	4	-0.6
COC(=O)c1ccc(C(=O)OC)c(NC(=O)C2CCCO2)c1 (stereo not drawn)	-2	0	-5	-2	-2	-1	4	-2	3	0.8
CCN1CCN(C(=S)Nc2cc(C(=O)OC)ccc2C(=O)OC)CC1	-2	-6	0	-1	4	-2	0	2	1	-2.4
CCOc1ccc(S(=O)(=O)NCc2ccc(Cl)cc2)c2cccnc12	4	8	1	5	-1	0	-3	0	2	-2.3
Cc1cccc(Cl)c1NC(=O)N1CCCN(c2nc3ccc(Cl)cc3s2)CC1	-6	-3	-7	0	-1	2	0	-1	11	0.8
Cn1cc(CN2CCC(C(=O)NC(c3ccc(F)cc3)c3ccc4ccccc4n3)CC2)c2ccccc21 (stereo not drawn)	1	11	nt	-3	-4	-8	-4	1	-2	-1.2
Cc1ccc(C(=O)Oc2ccc([N+](=O)[O-])cc2)cc1S(=O)(=O)N1CCCCCC1	2	2	-10	0	-1	1	6	-5	7	-0.5
CCCCNC(=O)NC1CCCC1	0	12	-3	4	4	4	3	-3	-6	-1.2
COc1ccc(C2C(C(=O)Nc3ccc(C)c(C)c3)CCC(=O)N2c2ccc(OC)cc2)cc1 (stereo not drawn)	1	-2	nt	-4	-8	-2	4	-1	nt	nt
COC(=O)c1cc2ccsc2n1CC(=O)Nc1cc(C)cc(C)c1	7	-8	-11	-48	1	0	16	-1	0	33*
COc1ccc(C2CC(c3ccccc3)=NN2S(=O)(=O)c2ccccc2)c(OC)c1 (stereo not drawn)	2	0	-1	-3	-2	-2	1	2	-3	-2.7
COc1cccc(-c2nnc(SCC(=O)N(C(C)C)C(C)C)o2)c1	-1	-1	2	-3	-6	-1	1	-1	5	0.3
O=C(/C=C/c1cccs1)c1cc(Cl)ccc1O	1	0	-14	1	2	3	5	0	2	1.6
Cn1c(=O)[nH]c(=O)c2c1nc(OC(=O)c1ccccc1)n2CC(O)COc1ccc(F)cc1 (stereo not drawn)	23	11	0	1	1	0	3	-3	0	-1.5
O=C(NC1CCCC1)C(c1ccncc1)N(C(=O)c1csnn1)c1ccc(F)c(Cl)c1 (stereo not drawn)	5	2	2	0	-5	6	-2	-5	-3	-1.8
CCCC(=O)Nc1nnc(SCC(=O)Nc2ccc(OCC)cc2)s1	3	-1	2	2	5	4	9	1	-7	-1.0
Cn1c(CCCOc2ccc(Cl)cc2Cl)nnc1SCC(=O)Nc1cccc(F)c1	-3	2	-13	10	3	0	-3	-3	8	-0.7
Cc1cccc(COC[C@H](Cc2ccccc2)N2CCN(C(=O)c3cccc(C)c3)CCC2=O)c1	4	-4	nt	-1	-2	4	3	0	-1	1.4
Cc1ccc(-c2c(C#N)c(N)n(-c3ccc(C)cc3)c(=O)c2C#N)cc1	4	5	-8	4	7	-1	-2	6	0	4.5
O=C(Nc1cc2c(cc1Br)OCCCO2)c1ccccc1	-2	6	5	4	-2	1	8	1	4	1.3
O=[N+]([O-])c1ccc(/C=C/c2nc3ccc([N+](=O)[O-])cc3[nH]2)cc1	5	-1	0	-4	0	-2	2	2	2	-1.4
C=CCOc1ccc(C2N3CC4(CC)CN2CC(CC)(C3)C4=O)cc1 (stereo not drawn)	-2	-1	-3	-1	-1	0	5	1	4	-0.2
CC(C)CNC(=S)NNC(=O)c1ccc(OC(F)F)cc1	-1	6	4	0	1	-1	-1	-3	1	0.5
C=CCN1C(=NC(=O)CCCC(=O)O)SC2CS(=O)(=O)CC21 (stereo not drawn)	2	0	5	2	3	1	0	0	-2	-3.7
Cc1cc(N2CCN(c3ccccc3)CC2)nc2ccccc12	-4	-5	9	2	-3	0	4	7	5	-1.2

An excerpt, so the mix of outcomes need not match the whole.
